High-throughput results (PubChem BioAssay)
hgDAF-12 ag: hgDAF-12 agonism, primary luciferase screen; HEK293 GAL4-hgDAF12 UAS-luciferase reporter, agonist luminescence; normalized to butyrate control; AID 687014; hit rate 1.8% among 370,000; activation, % at 6.8 µM;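 active means activation above a cutoff set at the mean of all screened compounds plus 3 SD, cut at about 10% in these data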;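 further: 0% = DMSO wells and 100% = sodium butyrate wells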
PLC-gamma1 inh: PLC-gamma1 (human) inhibition, primary screen | purified PLC-gamma1, fluorogenic substrate, fluorescence | inhibition, % at 12.2 µM | hit rate 0.84% among 370,000; in the data active means inhibition above about 9.5%
hcDAF12 agonist: activators of H. contortus DAF-12 nuclear receptor; activation, % at 6.8 µM; HEK293 hcDAF-12 lit1-tk-luc reporter, luminescence; 0% DMSO, 100% Δ7-dafachronic acid; hit rate 1.4% among 370,000;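 active means activation above the mean of all tested compounds plus 3 SD, cut at about 5.5% in these data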;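 further: 100% = response to 3 µM Δ7-dafachronic acid high control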
DAX1 inh-1: inhibits human nuclear receptor DAX1; P51843; HEK293 Gal4-DAX1 luciferase reporter, luminescence; hit rate 0.99% among 340,000; AID 504766; inhibition, % at 6.75 µM;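 active means inhibition above the mean over all tested compounds plus 3 SD, cut at about 4.2% in these data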;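 further: 0% = DAX1-transfected cells with DMSO and 100% = empty-vector control cells with DMSO; inhibition shows as a rise in luminescence from relieved DAX1 repression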
Target sequence (P51843 207-470 limits assumed): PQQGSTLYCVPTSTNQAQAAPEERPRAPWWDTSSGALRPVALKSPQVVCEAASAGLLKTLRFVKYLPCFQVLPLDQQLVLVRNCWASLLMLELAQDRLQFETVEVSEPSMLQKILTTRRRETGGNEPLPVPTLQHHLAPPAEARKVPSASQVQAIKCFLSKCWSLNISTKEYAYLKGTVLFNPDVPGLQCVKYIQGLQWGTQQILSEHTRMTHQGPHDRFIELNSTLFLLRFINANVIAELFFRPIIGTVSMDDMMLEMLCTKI
SMARCA2 activ: activators of SMARCA2 function; MG213 cells, MMTV-luciferase reporter, dexamethasone, overnight; activation, % at 9.1 µM; hit rate 1% among 370,000; AID 652017; in the data active means activation above about 7.8%;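 further: 0% = vehicle wells and 100% = reference activator wells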
DAX1 inh-2: inhibitors of DAX1 repression of SF-1 activated StAR promoter; inhibition, % at 6.8 µM; AID 652010; hit rate 1.1% among 370,000; HEK293T StAR-luciferase reporter, SF-1/DAX-1 repression relief;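 active means inhibition above the mean over all tested compounds plus 3 SD, cut at about 3.6% in these data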;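 further: 0% = DAX-1 cells with DMSO and 100% = cells lacking DAX-1 with DMSO; higher inhibition means more luminescence from relief of DAX-1 repression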
Rev-erbA mod: modulators of human Rev-erb alpha DNA binding | Rev-erbα–FITC-DNA binding, fluorescence polarization, 90 min | activity, % at 10 µM | AID 1259318 | P20393 | hit rate 0.79% among 370,000;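 active means activity above about 14%, limit read from the data; passing the limit was not always enough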;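 further: 0% = DMSO wells with 35 nM protein and 100% = DMSO wells with 750 nM protein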
ADAM17 inh: ADAM17 inhibition, QFRET primary screen. inhibition, % at 6.95 µM. P78536. hit rate 0.83% among 370,000. recombinant ADAM17, EDANS/DABCYL FRET peptide cleavage;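 active means inhibition above the mean of compounds lying between control limits plus 3 SD, set per campaign, cut at about 8.5% in these data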;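 further: 0% = DMSO-only wells as the low control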
MBD2 DNA inh: MBD2-methylated oligo binding inhibition; Q9UBB5; TR-FRET, MBD2 binding to methylated oligonucleotide; inhibition, % at 4.4 µM; hit rate 0.31% among 370,000; in the data active means inhibition above about 13%
Target sequence (Q9UBB5 whole entry, looked up): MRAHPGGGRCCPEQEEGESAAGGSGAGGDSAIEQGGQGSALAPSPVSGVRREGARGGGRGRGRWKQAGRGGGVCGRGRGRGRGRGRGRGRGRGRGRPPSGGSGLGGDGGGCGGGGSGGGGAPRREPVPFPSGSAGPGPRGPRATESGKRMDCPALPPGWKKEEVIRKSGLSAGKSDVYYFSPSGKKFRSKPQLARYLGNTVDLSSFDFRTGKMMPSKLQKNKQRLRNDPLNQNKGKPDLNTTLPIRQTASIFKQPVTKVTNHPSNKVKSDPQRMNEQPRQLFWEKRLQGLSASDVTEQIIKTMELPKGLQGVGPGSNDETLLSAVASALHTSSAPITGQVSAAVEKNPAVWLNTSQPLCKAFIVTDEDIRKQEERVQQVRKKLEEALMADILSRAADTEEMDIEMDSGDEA
PLC-beta3 inh: inhibitors of human phospholipase C beta3 | Purified PLC-beta3, fluorogenic substrate, fluorescence | inhibition, % at 12.2 µM | AID 720704 | Q01970 | hit rate 0.18% among 370,000; in the data active means inhibition above about 11%;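 further: 0% = median of compound wells on plate and 100% = full blocker control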
ssDAF-12 act: activators of S. stercoralis DAF-12 nuclear receptor; HEK293 ssDAF-12/GRIP1 lit1-tk-luc reporter, luminescence; % of 3 µM dafachronic acid response; activation, % at 6.8 µM; hit rate 1% among 370,000; AID 652126;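 active means activation above the mean over all tested compounds plus 3 SD, cut at about 0.9% in these data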;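 further: 0% = DMSO-only wells and 100% = 3 µM delta7-dafachronic acid wells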
Starred values were filed as active, the others as inactive.

Field names: A = hgDAF-12 ag; B = PLC-gamma1 inh; C = hcDAF12 agonist; D = DAX1 inh-1; E = SMARCA2 activ; F = DAX1 inh-2; G = Rev-erbA mod; H = ADAM17 inh; I = MBD2 DNA inh; J = PLC-beta3 inh; K = ssDAF-12 act
(1) COc1ccc(OC)c(NC(=O)Nc2cc(C(=O)O)ccc2C)c1
  A: -2.5; B: 1; C: 0.3; D: -0.4; E: 4; F: -0.1; G: -1; H: 0; I: 0; J: 1; K: -0.7
(2) Cc1ccc(C(=O)N2CCN(c3ccccn3)CC2)cc1Cl
  A: -1.2; B: 0; C: -2.1; D: -2.0; E: -1; F: 0.3; G: 2; H: -4; I: 3; J: -6; K: -1.6
(3) O=c1[nH]n(-c2ccc(Cl)cc2)c2ncccc12
  A: 1.1; B: -40; C: -0.6; D: -0.2; E: -2; F: 1.0; G: 0; H: 0; I: -5; J: -30; K: -1.6
(4) Cc1ccc(CNC(=O)CCCC(=O)c2ccccc2)cc1
  A: 3.0; B: 2; C: 2.8; D: 0.1; E: -2; F: 0.2; G: 2; H: 0; I: 3; J: -2; K: -0.2
(5) COc1ccccc1C(=O)Nc1nc(N)n(-c2ccccc2)n1
  A: 2.2; B: 0; C: 0.8; D: -0.9; E: -1; F: -0.1; G: 5; H: -5; I: 1; J: 3; K: -1.1
(6) O=C(CSc1nnc(Nc2ccccc2)s1)NC1CC1
  A: 3.1; B: 0; C: -0.6; D: 0.0; E: 0; F: -2.6; G: 0; H: -1; I: -5; J: -3; K: -1.0
(7) CC(=O)NC(Cc1ccccc1)C(=O)Oc1ccc2ccccc2c1 (stereo not given)
  A: -1.9; B: -2; C: 0.3; D: -0.2; E: -5; F: 1.1; G: 2; H: -5; I: 3; J: -5; K: -0.1
(8) COc1ccc(/C=N/NC(=O)CCc2n[nH]c(=O)[nH]c2=O)cc1O
  A: -0.1; B: -1; C: 0.4; D: -0.1; E: 1; F: -0.2; G: -4; H: -2; I: -1; J: 2; K: -0.8
(9) CC(C)OCCCn1c(SCC(=O)N2CCCC2=O)nc2ccccc2c1=O
  A: 0.7; B: -4; C: 0.3; D: 0.0; E: -1; F: 0.5; G: 1; H: 1; I: 0; J: -9; K: -0.4
(10) NC(=O)SCC(=O)Nc1cccc(Cl)c1
  A: 1.1; B: 5; C: -0.8; D: 0.1; E: 3; F: -0.2; G: -3; H: 3; I: -2; J: 5; K: -1.8
(11) COc1ccc(OC)c(NC(=O)C(C#N)=Cc2ccco2)c1
  A: 6.0; B: -1; C: 2.8; D: 0.6; E: 3; F: -1.5; G: -3; H: -1; I: -1; J: -6; K: -0.6
(12) N#Cc1nc(-c2ccco2)oc1N1CCN(C(c2ccccc2)c2ccccc2)CC1
  A: 1.2; B: 5; C: -0.8; D: 1.0; E: -3; F: 0.5; G: -4; H: 3; I: -2; J: 6; K: -0.8
(13) CCOC(=O)C1CCCCN1S(=O)(=O)c1ccc2c(c1)CC(C)N2C(=O)C1CCC1 (stereo not given)
  A: -3.2; B: 1; C: -3.0; D: -1.1; E: 0; F: -4.9; G: -3; H: -1; I: 2; J: -3; K: -1.1
(14) COc1ccc(C(CNC(=O)c2oc3ccc(OC)cc3c2C)N2CCCC2)cc1 (stereo not given)
  A: 1.8; B: -34; C: 0.3; D: 0.2; E: 0; F: 5.0*; G: -1; H: -28; I: -1; J: -37; K: -1.1
(15) COc1ccc(C(=O)NC(=S)Nc2ccc(S(=O)(=O)Nc3cc(OC)ncn3)cc2)cc1
  A: -2.2; B: -1; C: -1.3; D: -1.9; E: -2; F: 0.2; G: -2; H: 1; I: -6; J: -5; K: -1.7
(16) Cc1ccc(C(F)(F)F)cc1NC(N)=S
  A: -3.9; B: -2; C: 0.8; D: 0.2; E: 1; F: -0.7; G: 1; H: 1; I: -4; J: 0; K: 0.7
(17) CN(CC(=O)Nc1ccc(Cl)cc1)C(=O)CNC(=O)c1ccc(Br)o1
  A: -1.8; B: 1; C: 0.9; D: 0.1; E: 0; F: -0.2; G: 6; H: -1; I: -4; J: -5; K: -0.9
(18) COC(=O)C(C)Sc1nc(N)c(NC(=O)c2ccco2)c(=O)[nH]1 (stereo not given)
  A: 1.4; B: -1; C: 1.6; D: 0.2; E: -1; F: 0.1; G: -5; H: -6; I: -1; J: -3; K: -1.3
(19) O=C1c2ccccc2C(=O)N1CCC(O)C[N+](=O)[O-] (stereo not given)
  A: 0.1; B: 0; C: -1.3; D: -0.6; E: -2; F: -0.4; G: -4; H: -3; I: -3; J: 4; K: -1.4
(20) CCOC(=O)C1(Cc2ccccc2)CCN(Cc2cc(=O)c3ccccc3[nH]2)CC1
  A: -0.8; B: -3; C: 0.3; D: -2.5; E: 1; F: -0.1; G: 4; H: -3; I: 0; J: -4; K: -1.0
(21) Clc1ccc(-c2csc(N3CCc4ccccc4C3)n2)cc1
  A: 0.5; B: -1; C: -1.0; D: 0.4; E: -4; F: -0.1; G: -2; H: -5; I: 4; J: 0; K: 0.1
(22) COc1cc(C(=O)NCCOc2cc(C)cc(C)c2)c(Br)c(OC)c1OC
  A: 2.7; B: -1; C: 0.3; D: -0.6; E: 0; F: -0.5; G: 1; H: -2; I: -3; J: -1; K: -1.5
(23) O=C(NCCc1ccccc1F)c1ccc2c(c1)OCCO2
  A: -16; B: 5; C: -8.5; D: -3.7; E: -10; F: -1.9; G: 2; H: -5; I: 4; J: -13; K: -2.7

Shown tab-delimited: part of the list above.
no.	SMILES	hgDAF-12 ag	PLC-gamma1 inh	hcDAF12 agonist	DAX1 inh-1	SMARCA2 activ	DAX1 inh-2	Rev-erbA mod	ADAM17 inh	MBD2 DNA inh	PLC-beta3 inh	ssDAF-12 act
14	COc1ccc(C(CNC(=O)c2oc3ccc(OC)cc3c2C)N2CCCC2)cc1 (stereo not given)	1.8	-34	0.3	0.2	0	5.0*	-1	-28	-1	-37	-1.1
15	COc1ccc(C(=O)NC(=S)Nc2ccc(S(=O)(=O)Nc3cc(OC)ncn3)cc2)cc1	-2.2	-1	-1.3	-1.9	-2	0.2	-2	1	-6	-5	-1.7
16	Cc1ccc(C(F)(F)F)cc1NC(N)=S	-3.9	-2	0.8	0.2	1	-0.7	1	1	-4	0	0.7
17	CN(CC(=O)Nc1ccc(Cl)cc1)C(=O)CNC(=O)c1ccc(Br)o1	-1.8	1	0.9	0.1	0	-0.2	6	-1	-4	-5	-0.9
18	COC(=O)C(C)Sc1nc(N)c(NC(=O)c2ccco2)c(=O)[nH]1 (stereo not given)	1.4	-1	1.6	0.2	-1	0.1	-5	-6	-1	-3	-1.3
19	O=C1c2ccccc2C(=O)N1CCC(O)C[N+](=O)[O-] (stereo not given)	0.1	0	-1.3	-0.6	-2	-0.4	-4	-3	-3	4	-1.4
20	CCOC(=O)C1(Cc2ccccc2)CCN(Cc2cc(=O)c3ccccc3[nH]2)CC1	-0.8	-3	0.3	-2.5	1	-0.1	4	-3	0	-4	-1.0
21	Clc1ccc(-c2csc(N3CCc4ccccc4C3)n2)cc1	0.5	-1	-1.0	0.4	-4	-0.1	-2	-5	4	0	0.1
